Giardia FBPA inh – qHTS Assay for Inhibitors of Fructose-1,6-bisphosphate Aldolase from Giardia Lamblia; actives 0.71% (n = 290,000); Potency, µM (titrated, usually from 59.6 µM), for the others: top-dose activity, negative = inhibition, hits mostly inhibitors; A8B2U2; AID 2451, 2010; purified Giardia FBPA; further: potency means the concentration at half of the fitted maximal effect; nearly all actives have a fitted effect of over 55% in size
Target sequence (A8B2U2 whole entry, looked up): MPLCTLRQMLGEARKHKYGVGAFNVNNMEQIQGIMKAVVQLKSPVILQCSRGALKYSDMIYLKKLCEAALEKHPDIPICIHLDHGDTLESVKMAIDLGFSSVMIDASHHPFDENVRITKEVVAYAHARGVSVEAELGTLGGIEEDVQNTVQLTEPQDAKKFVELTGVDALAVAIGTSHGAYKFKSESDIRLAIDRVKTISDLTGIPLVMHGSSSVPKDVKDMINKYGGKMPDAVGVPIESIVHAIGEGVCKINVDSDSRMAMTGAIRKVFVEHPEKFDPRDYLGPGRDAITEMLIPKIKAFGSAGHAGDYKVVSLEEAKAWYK
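Giardia FBPA (40 nM reagent) was preincubated 10 min at RT with compound (up to 57.5 uM final), then substrate plus GAPDH/TPI/NAD/arsenate coupling system with diaphorase/resazurin was added; resorufin fluorescence (525/598 nm) was read after 20 min.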
Sm TGR inh – qHTS Assay for the Inhibitors of Schistosoma Mansoni Peroxiredoxins; Schistosoma mansoni thioredoxin glutathione reductase (TGR), Q962Y6; purified TGR, DTNB reduction, TNB absorbance 405 nm; Potency, µM (doses to about 114 µM), for inactives: at the top dose activity change, negative = inhibition, actives largely listed as inhibitors; actives 3% (n = 360,000); further: potency means the concentration at half of the fitted maximal effect; nearly all actives have a fitted effect of over 60% in size
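Kinetic colorimetric format: TGR-catalysed, NADPH-driven DTNB reduction monitored via TNB absorbance. Enzyme dispensed at 20 nM; compound exposure 15 min at room temperature before reaction start.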
HCMV inh – qHTS Assay for inhibitors of the human cytomegalovirus (HCMV); actives 4.5% (n = 410,000); HFF cells, HCMV-luciferase reporter, 72 h; stronger effect = lower value; activity change, negative = inhibition, % at 57.5 µM; AID 1259415, 2018; in the data active means activity change below about -60%; inconclusive means no clear call, values can overlap the other calls; inactive means above about -39%
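Cell-based, HFFs, 1000 cells/well, 16 h 37C; cpds in DMSO + HCMV-luc, MOI 1 PFU/cell; 72 h 37C; OneGlo luminescence after 5 min RT; norm. to buffer vs Salinomycin 10uM.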
AMA1-RON2 inh – qHTS for Inhibitors of AMA1-RON; Towards Development of Antimalarial Drug Lead: Primary Screen. actives 0.2% (n = 360,000). Potency, µM (top dose mostly 58.2 µM), for the others: at the highest dose activity change, negative = inhibition, hits mostly inhibitors. Plasmodium falciparum AMA1 (3D7) - RON2 peptide interaction. AlphaScreen AMA1-biotinylated RON2 peptide binding;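 further: potency means the concentration at half of the fitted maximal effect; 0% = vehicle wells and -100% = peptide control; nearly all actives have a fitted effect of over 45% in size; some results filed as inactive show a strong effect at the top dose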
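AMA1 (3D7) with his tag at 25 nM final met compounds first, then biotinylated RON2 peptide at 25 nM; detection used donor plus acceptor beads, 10 µg/mL apiece, read by AlphaScreen after 30 min at room temperature.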
AmpC detergent – qHTS Inhibitors of AmpC Beta-Lactamase (assay with detergent). Potency, µM (series often up to 114 µM), without a hit: top-dose activity change, negative = inhibition, most hits filed as inhibitors. AmpC hydrolysis of nitrocefin, absorbance 480 nm, 0.01% Triton. P00811. AID 485294, 2010. actives 0.041% (n = 370,000);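 further: potency means the concentration at half of the fitted maximal effect; 0% = no-compound wells and -100% = no-enzyme wells; nearly all actives have a fitted effect of over 25% in size; some results filed as inactive show a strong effect at the top dose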
Target sequence (P00811 whole entry, looked up): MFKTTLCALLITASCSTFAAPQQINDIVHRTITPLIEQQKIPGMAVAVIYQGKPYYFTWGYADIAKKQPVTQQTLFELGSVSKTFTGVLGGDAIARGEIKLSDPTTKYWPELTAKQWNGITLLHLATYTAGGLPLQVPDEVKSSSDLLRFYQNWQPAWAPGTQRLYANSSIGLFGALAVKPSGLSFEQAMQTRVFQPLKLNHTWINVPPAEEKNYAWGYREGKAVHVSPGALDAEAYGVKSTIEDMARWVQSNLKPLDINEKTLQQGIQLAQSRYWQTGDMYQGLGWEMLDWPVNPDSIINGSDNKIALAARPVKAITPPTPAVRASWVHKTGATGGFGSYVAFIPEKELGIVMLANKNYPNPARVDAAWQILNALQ
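AmpC (5.3 nM in the dispensed reagent) in 20 mM phosphate pH 7.0 with 0.01% (detergent screen) or 0.0001% Triton X-100 was preincubated with compounds for 15 min at room temperature. Nitrocefin was then added from an 800 uM solution, and hydrolysis was followed at 480 nm.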
HCV inh – qHTS Assay for Inhibitors of Hepatitis C Virus (HCV); Huh7.5.1 HCVcc-Cre infection, luciferase reporter, 44 h; Potency, µM (doses to about 41.8 µM), for inactives: at the highest dose activity change, negative = inhibition, most hits filed as inhibitors; actives 3.4% (n = 340,000); further: potency means the concentration at half of the fitted maximal effect
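Cells seeded at 1,000/well and cultured 4 h, then compounds added followed by HCVcc-Cre virus (~0.5 moi). After 44 h further culture, luciferase substrate was added, plates held 15 min at room temperature, and luminescence read for 15 sec.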
The depositor's hits bear a star; ? = inconclusive; nt = not tested or not shown; & = joins results of further samples; ! = not confirmed by another sample; [ ] = another dose, or the depositor's remark. Unless noted, the call rests on the fitted dose curve; in most records, active means well fitted curve in the direction sought with a large enough effect; inconclusive means small, poorly fitted or top-dose-only effect, or another doubt; inactive means no such curve, though single readings can be large; an effect the other way counts as inactive or inconclusive. Unless noted, on the % scale 0 is the no-effect control and ±100 the full control effect.

smiles	Giardia FBPA inh	Sm TGR inh	HCMV inh	AMA1-RON2 inh	AmpC detergent	HCV inh
O=C(CN1CCOCC1)Nc1cccc(C(=O)Nc2cccc(C(F)(F)F)c2)c1	2%	-14%	20	1%	-7%	-18%&-24%
NC(=O)COC(=O)CN1C(=O)C2CCCCC2C1=O (configuration not stated)	5%	1%	5	10%	-2%	3%
CCCOC(=O)Nc1ccc(S(=O)(=O)Nc2ncccn2)cc1	5%	2%	-25	3%	-12%	2%
CNC(=O)CSc1nc2sccc2c(=O)n1-c1ccccc1	-10%	2%	15	-9%	-13%	19%
COC(=O)[C@]1(C)N[C@H](c2ccc(SC3CCCCC3)cc2)[C@@H]2C(=O)N(C)C(=O)[C@@H]21	nt	-13%	?	-1%	?	-11%
O=C(O)/C=C/C(=O)NCCC1=CCCCC1	2%	-21%	7	-3%	-3%	12%
CC(=O)Oc1ccc2c(c1)O/C(=C\c1ccncc1)C2=O	7%	-22%	nt	4%	0%	7%
CCC1CCCCN1CCCNC(=O)c1cc2c(Cl)nc3ccccc3c2s1 (configuration not stated)	2%	0%&6%	-99*!	0%	1%&0%	8.9µM*
CCOC(=O)c1c(NC(=O)c2cc(-c3ccc(Cl)cc3)on2)sc2c1CCCC2	nt	-7%	4	nt	21%	nt
CC1OC(OC2C(Oc3c(-c4ccc(O)cc4)oc4cc(O)cc(O)c4c3=O)OC(COC3O[C@@H](C)[C@H](O)[C@@H](O)C3O)C(O)C2O)C(O)C(O)C1O (some centres not stated)	nt	0%	21	15%	-3%	9%
CSc1ccc(CNC(=O)c2ccc3c(c2)N(C)C(=O)C2CCCCN32)cc1 (configuration not stated)	nt	1%	1	nt	19%	nt
Cc1nnc(NC(=O)c2ccc(S(=O)(=O)N3CCCCCC3)cc2)o1	?	11%	-17	13%	0%	18%
COc1ccc(OCC(O)CNS(=O)(=O)c2ccc(NC(C)=O)cc2)cc1 (configuration not stated)	nt	-1%	-35	16%	-6%	-2%
COc1cc(C(=O)NC2CC(=O)N(c3cccc(F)c3)C2)cc(OC)c1OC (configuration not stated)	nt	12%	43	nt	6%	nt
CCCCOc1ccc(C(=O)NCC(=O)NCC(c2ccc(OC)cc2)N2CCOCC2)cc1 (configuration not stated)	nt	3%	-26	-13%	4%	-11%
CC(C)n1c(O)c(N=NC(=O)c2ccccc2NS(=O)(=O)c2cccs2)c2ccccc21	3%	-9%	-23	41%[activator]	2%	0%
Cc1ccc(S(=O)(=O)NCCCCCC(=O)Nc2nccs2)cc1	?	-3%	-11	-18%	4%	-13%
CCc1nc2ccc(Cc3ccc4nc(CC)[nH]c4c3)cc2[nH]1	1%	0%	?	18%	-5%	-28%
OC1(c2ccc(F)cc2)CCN(Cc2ccccc2)C1 (configuration not stated)	-16%	-31%	-23	-12%	-18%	5%
NC(=O)C1(Nc2ccc(-c3ccc(Cl)cc3)cc2)CCCC1	nt	nt	10	-19%	nt	-15%
CCN(C(=O)COn1nnc2ccc(S(=O)(=O)N(C)C)cc21)C1CCS(=O)(=O)C1 (configuration not stated)	nt	-14%	81	4%	-9%	11%
C=CCC1(CC=C)CCCN1C(=O)C1CCC(=O)N(CCc2ccc(Cl)cc2)C1 (configuration not stated)	nt	-26%	0	0%	0%	9%
Cc1ccc(OCC(=O)NCCS(=O)(=O)N2CCN(c3ccccc3)CC2)cc1	nt	-11%	-15	-11%	?	?
NC(=O)c1c(NC(=O)CSc2nc(N)cc(=O)[nH]2)sc2c1CCCC2	4%	0%	4	2%	-7%	-11%
CC1CCCC(NC(=O)COC(=O)c2ccc3c(c2)OCCO3)C1C (configuration not stated)	nt	nt	54	16%	nt	-19%
Cn1c(=O)c2c(nc(Oc3ccccc3Cl)n2C)n(C)c1=O	-1%	-5%	-79*	3%	-16%	1%
CCOC(=O)CSc1nc2cc(C(=O)NCc3ccco3)ccc2c(=O)n1C1CCCCC1	2%	0%	47	4%	2%	-4%&-29%
COc1ccccc1Cn1c(=S)[nH]c2cc(C(=O)NC(C)C)ccc2c1=O	-1%	-5%	-35	-4%	0%	4%
CCOC(=O)c1cn(-c2ccccc2)nc1-c1cccnc1	-1%	-1%	41	-6%	4%	10µM*
COCCn1c(=O)c2c(nc3n2CCN3c2ccc(C)cc2)n(C)c1=O	10%	6%	nt	nt	-1%	nt

Fetched by structure from the entries so far (two):
smiles	Giardia FBPA inh	Sm TGR inh	HCMV inh	AMA1-RON2 inh	AmpC detergent	HCV inh
CCCCOc1ccc(C(=O)NCC(=O)NCC(c2ccc(OC)cc2)N2CCOCC2)cc1 (configuration not stated)	nt	3%	-26	-13%	4%	-11%
CCCOC(=O)Nc1ccc(S(=O)(=O)Nc2ncccn2)cc1	5%	2%	-25	3%	-12%	2%

Later entries.
smiles	Giardia FBPA inh	Sm TGR inh	HCMV inh	AMA1-RON2 inh	AmpC detergent	HCV inh
COC(=O)c1cc(=O)n(Cc2ccccc2)c(=NCc2ccccc2)s1	2%	1%	54	nt	0%	nt
CCN(CC)C(=O)C1CCN(c2ncnc3c2cnn3-c2ccc(C)cc2C)CC1	-2%	-3%	-38	-11%	0%	-17%
COc1ccc(Cl)cc1Nc1nc(C)cc(=O)[nH]1	-9%	4%	40	11%	0%	10µM*
O=S(=O)(c1ccc(Cl)cc1)N1CCN(c2ccc(N3CCOCC3)nn2)CC1	3%	3%	43	-11%	-11%	7%
CCOCCCNC(=O)CN1C(=O)CCn2nc(-c3cccn3C)cc21	nt	1%	8	nt	-1%	nt
CCOC(=O)N1CCN(C(=O)c2ccc3c(=O)n(-c4cc(OC)ccc4OC)c(=S)[nH]c3c2)CC1	-15%	5%	-26	28%	-2%	-14%
Cc1ccc(C(=O)Nc2nc3ccc(S(=O)(=O)N4CCCC4)cc3s2)cc1	nt	-5%	-7	nt	-5%	nt
COc1ccc(C2C(C(=O)NCCN(C)C)c3cc(OC)c(OC)cc3C(=O)N2C)cc1OC (configuration not stated)	1%	4%	62	-5%	2%	19%&-1%
Cc1ccc(NC(=O)COC(=O)c2ccccc2-c2nc3ccccc3s2)c(C)c1	-5%	-4%	-68*	-3%	-6%	-16%
COc1ccc(Nc2ncccc2C(=O)O)cc1	-2%	-4%	67	0%	7%	-10%
CCOC(=O)CN1C(=O)C(O)(CC(=O)c2cc(OC)ccc2OC)c2ccccc21 (configuration not stated)	nt	-6%	4	nt	0%	nt
O=C(Cc1ccccc1)NC(NC(=S)Nc1cc(Cl)ccc1Cl)C(Cl)(Cl)Cl (configuration not stated)	-9%	?	-36	-1%	0%	-4%
COc1ccc(Nc2cc(C(=O)NCCCN(C)Cc3ccccc3)c3ccccc3n2)cc1OC	nt	4%	-100*	nt	-3%	nt
COC(=O)c1[nH]c2c(c1C)C(=O)CC(c1ccc(OC)c(OC)c1)C2 (configuration not stated)	1%	-20%	nt	-13%	?	-29%
Cc1cc(=O)[nH]c2c1c(C)nn2C(C)(C)C	-1%	17%	-6	-1%	-15%	5%
Cc1ccc(-n2c(C)cc(/C=N/NC(N)=S)c2C)cc1	-3%	-11%	-15	9%	-10%	?
Cc1ccc(-n2c(SCC(=O)NCCN3C(=O)CSC3=O)nnc2-c2ccccc2F)cc1	6%	-11%	?	-1%	-2%	-1%
CCNC(=S)NNC(=O)c1csc(C(C)C)c1	2%	2%	43	31%[activator]	-15%	-13%
CCOCCCNC(=O)C(NC(=O)c1ccc(NC(C)=O)cc1)c1ccccc1 (configuration not stated)	2%	6%	-8	12%	?	-2%
COc1ccc(NC(=O)CSc2ncc(-c3ccc(Cl)cc3)[nH]2)cc1OC	nt	1%	-21	nt	5%	nt
CC(=O)N1c2ccc(S(=O)(=O)N3CCC(C(=O)Nc4ncccc4C)CC3)cc2CC1C (configuration not stated)	nt	1%	-38	18%	2%	3%
O=C(CCn1c(=O)sc2ccccc21)NCc1ccc2c(c1)OCO2	1%	6%	3	-23%	1%	7%&18%
COC(=O)c1c(NC(=O)CN2C(=O)C(=O)N(CC(C)C)C2=O)sc(C)c1C	nt	-23%	25	6%	-8%	nt
O=C(NC(=S)Nc1ccc(CN2CCOCC2)cc1)c1cc2ccccc2o1	-7%	-16%	-70*	2%	?	-9%
NC(=O)C(CC(=O)O)NC(=O)[C@@H]1CCCCNc2c(I)cc([N+](=O)[O-])cc2C(=O)N[C@@H](CO)C(=O)NCC(=O)N1 (some centres not stated)	2%	-6%	nt	nt	?	1%[8.37 µM]
O=C(Nc1cnc2ccccc2c1)C1COc2ccccc2O1 (configuration not stated)	-4%	-2%	55	8%	?	8%
COCCN1C(=O)c2ccc(C(=O)Nc3nccs3)cc2C1=O	-1%	15%	45	26%	-13%	25%
CC(NC(=O)COC(=O)COc1ccc(Cl)cc1)c1ccccc1 (configuration not stated)	nt	nt	13	0%	nt	18%
Cc1ccc(C(=O)N2CCc3cc(CNC(=O)CSc4ccccc4)ccc32)cc1	nt	-5%	?	nt	-5%	nt
COc1ccc([C@H]2[C@@H]3C=CCC[C@@]3(C)C(=O)N2Cc2ccccc2)cc1Cl	2%	-13%	-7	-1%	1%	-10%

Just HCMV inh, for 2 of the compounds above:
molecule	HCMV inh
O=C(NC(=S)Nc1ccc(CN2CCOCC2)cc1)c1cc2ccccc2o1	-70*
Cc1ccc(C(=O)N2CCc3cc(CNC(=O)CSc4ccccc4)ccc32)cc1	?

Additional records:
smiles	Giardia FBPA inh	Sm TGR inh	HCMV inh	AMA1-RON2 inh	AmpC detergent	HCV inh
CC(C)c1ccc2[nH]c(O)c(N=NC(=O)c3ccc(CSc4nncn4C)cc3)c2c1	5%	-1%	-2	8%	?	0%
O=C(c1cc(-c2ccccc2)on1)N1CCCc2ccccc21	-2%	7%	-15	0%	-4%	5%
O=C(O)C1CC2C3CC(C(=O)O)C(C3)C2C1 (configuration not stated)	nt	nt	-31	-16%	nt	-8%
CC(C)C(OC(=O)c1cccs1)C(=O)NC1CCCCC1 (configuration not stated)	4%	0%	56	-3%	-2%	-15%
CC(C)N1CCN(Cc2cc(F)ccc2-n2cccn2)CC1CCO (configuration not stated)	2%	5%	-24	11%	9%	-4%
COc1cc(Cl)c(NS(=O)(=O)c2c(C(=O)N3CCCC3)c(C)n(C)c2C)c(OC)c1	0%	-26%	?	-10%	?	13%
CCOC(=O)CSc1nc2ccc(Nc3nc(N4CCOCC4)nc(N4CCOCC4)n3)cc2s1	-1%	17%	27	14%	4%	7%
CCCc1cc(=O)[nH]c(SCC(=O)NN(c2ccccc2)c2ccccc2)n1	9%	7%	-20	2%	2%	5%
COc1ccccc1-c1cc(C(=O)N2CCN(c3ccc(F)cc3)CC2)no1	-2%	0%	14	-19%	?	?

Screens: PubChem, National Center for Advancing Translational Sciences (NCATS)
